# Bioassay records as filed in PubChem.
# U2OS ROS induce – raises reactive oxygen species in U2OS cancer cells; U2OS ROS induction, H2DCF-DA fluorescence; ROS induction (% of piperlongumine), % at 10 µM; 46,000 tested, 2% active; AID 624156; in the data active = ROS induction above about 79%, passing the limit was not always enough;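 also: 0% = DMSO vehicle median and 100% = reference compound median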
# Active calls of the source: *.
mol | U2OS ROS induce
COc1ccc(S(=O)(=O)N(C)C[C@@H]2Oc3ccc(NC(=O)CCN4CCOCC4)cc3C(=O)N([C@H](C)CO)C[C@H]2C)cc1 | -6.1
CN(CC(=O)N1CC=C(c2ccccc2)CC1)S(=O)(=O)c1ccc2nc(-c3ccccc3)[nH]c2c1 | 63.8
CCCCC(Nc1ncnc2ccccc12)C(=O)O (centres undefined) | -6.4
CC(=O)OC1CC2(C)C(CCC3C4(C)CCC(=O)C(C)C4C(O)C(=O)C32C)/C1=C(\CCC=C(C)C)C(=O)O (centres undefined) | -7.6
COc1cccc2c1C(=O)c1c(O)c3c(c(O)c1C2=O)C[C@@](O)(C(C)=O)C[C@@H]3O[C@H]1C[C@H](N)[C@H](O)[C@H](C)O1 | 141.4*
Cc1noc(C)c1S(=O)(=O)Nc1ccc2c(c1)C(=O)N([C@H](C)CO)C[C@@H](C)[C@H](CN(C)Cc1ccccc1)O2 | -6.9
COc1ccc(CC(=O)Nc2cccc(C(=O)Nc3ccccc3C(=O)O)c2)cc1OC | -22.8
CCCCN(C)S(=O)(=O)c1cc(-c2nnc3c4ccccc4c(C)nn23)ccc1OC | 56.2
COc1ccccc1N(Cc1cc2ccc(C)cc2[nH]c1=O)S(=O)(=O)c1ccccc1 | 6.5
C[C@@H]1CN([C@@H](C)CO)C(=O)c2cc(NC(=O)Cn3cnnn3)ccc2O[C@@H]1CN(C)Cc1ccc(C(=O)O)cc1 | -5.6
N#CCSc1nc2ccccc2c(=O)n1CCCC(=O)NCc1ccco1 | -1.3
Cc1n[nH]c(C)c1Sc1nccc(-c2cccnc2)n1 | -11.3
COc1ccc(S(=O)(=O)Nc2ccc3c(c2)CC(=O)N([C@H](C)CO)C[C@@H](C)[C@@H](CN(C)C(=O)Nc2ccc4c(c2)OCO4)O3)cc1 | 9.6
C[C@H]1CN([C@@H](C)CO)C(=O)Cc2cc(NC(=O)C3CCCCC3)ccc2O[C@@H]1CN(C)C(=O)Nc1cccc2ccccc12 | -0.7
CCc1ccc(OCC(=O)Nc2sc3c(c2C(N)=O)CCCC3)c(Br)c1 | 33.5
O=C(c1ccc(N2CCOCC2)nc1)N1CCCCCC1 | -4.3
O=c1oc(-c2cccc(Cl)c2)nc2c1cnn2-c1ccccc1 | 3.8
C[C@@H]1CN([C@H](C)CO)C(=O)Cc2cc(NS(=O)(=O)c3ccc(F)cc3)ccc2O[C@@H]1CN(C)C | 3.3
CNC[C@H]1Oc2ccc(NC(=O)Nc3ccc(F)cc3)cc2CC(=O)N([C@H](C)CO)C[C@H]1C | 33.0
COc1ccc(N=C2CCCN2CC(N)=O)cc1 | 3.0
Cc1ccc2cc(S(=O)(=O)NCCC(=O)O)ccc2c1 | 10.0
COc1ccc(NC(=O)Nc2cccc3c2O[C@H](CN(C)S(C)(=O)=O)[C@H](C)CN([C@@H](C)CO)C3=O)cc1 | -6.5
C[C@H](CO)N1C[C@H](C)[C@H](CN(C)CC2CCCCC2)Oc2ccc(NC(=O)Nc3cccc4ccccc34)cc2CC1=O | 9.2
Cc1c(Cl)cccc1NC(=O)C(C)N(c1ccc(Oc2ccccc2)cc1)S(C)(=O)=O (centres undefined) | 4.8
CCC(=O)Nc1cc(-c2nc3cccnc3s2)ccc1C | -3.8
C[C@@H]1CN([C@H](C)CO)C(=O)Cc2cc(NC(=O)Cc3cn(C)c4ccccc34)ccc2O[C@H]1CN(C)C(=O)Nc1ccc2c(c1)OCO2 | -5.8
C[C@@H]1CN([C@H](C)CO)C(=O)Cc2cc(NC(=O)Nc3ccc(C(F)(F)F)cc3)ccc2O[C@H]1CN(C)CC1CCCCC1 | 1.8
C=CCNC(=O)[C@@H]1[C@H]2C(=O)O[C@H](c3ccccc3)[C@H](c3ccccc3)N2[C@H](c2ccccc2OCCO)[C@@]12C(=O)N(C(=O)OCCOC)c1ccc(C#CCCO)cc12 | 37.0
C[C@@H]1CN([C@H](C)CO)C(=O)c2cc(NC(=O)CCCCCC(=O)Nc3ccccc3N)ccc2O[C@@H]1CN(C)Cc1ccncc1 | -7.0
CC(C)NC(=O)N(C)C[C@@H]1OCc2cnnn2CCCC(=O)N([C@H](C)CO)C[C@@H]1C | 13.2
O=C(O)CNC(=O)c1ccc(S(=O)(=O)N2CCOCC2)cc1 | -6.9
Cc1cc(S(=O)(=O)Nc2ccc(C(=O)O)cc2)c(C)c(S(=O)(=O)c2ccc(Cl)cc2)c1 | -14.5
COc1ccc(CN(C)C[C@@H]2Oc3ccc(NS(=O)(=O)c4ccccc4)cc3C(=O)N([C@@H](C)CO)C[C@@H]2C)cc1 | 3.0
CCCN(C)C[C@@H]1Oc2ncc(C#Cc3ccc(OC)c(OC)c3)cc2C(=O)N([C@H](C)CO)C[C@@H]1C | 29.8
COC(=O)C1=C(C)NC(C)=C(C(=O)OC)C1c1ccc(C(C)C)cc1 | 12.6
COc1ccc(CN(C)C[C@@H]2Oc3c(NC(=O)Nc4c(C)noc4C)cccc3C(=O)N([C@H](C)CO)C[C@@H]2C)cc1 | -21.2
COc1cccc(-c2cc(C(F)(F)F)n3nc(C(=O)NCc4ccccn4)cc3n2)c1 | 62.9
C[C@H]1CN([C@@H](C)CO)C(=O)c2cc(N(C)C)ccc2O[C@@H]1CN(C)Cc1ccncc1 | -2.8
COc1ccc(-n2c(=O)c(C#N)cc3c(=O)n4ccccc4nc32)cc1Cl | 24.3
COc1ccc(S(=O)(=O)N(C)C[C@H]2Oc3ccc(NC(=O)C4CCCCC4)cc3C(=O)N([C@@H](C)CO)C[C@@H]2C)cc1 | 20.7
C[C@H]1CN([C@@H](C)CO)C(=O)Cc2cc(NC(=O)CCCCCC(=O)Nc3ccccc3N)ccc2O[C@H]1CN(C)Cc1ccc(Cl)c(Cl)c1 | 59.8
CN1CCN(C2=Nc3cc(F)ccc3Cc3ccccc32)CC1 | 2.8
COc1ccc2ncc3c(c2c1)-c1cc(Cl)ccc1OC3 | 18.0
Cc1noc(C)c1NC(=O)Nc1ccc2c(c1)CC(=O)N([C@@H](C)CO)C[C@H](C)[C@@H](CN(C)C(=O)Nc1ccccc1)O2 | -2.4
C[C@H]1CN([C@@H](C)CO)C(=O)Cc2cc(NC(=O)Nc3ccccc3)ccc2O[C@@H]1CN(C)C(=O)Nc1cccc2ccccc12 | 22.0
C[C@H]1CN([C@@H](C)CO)C(=O)c2cc(NS(=O)(=O)c3cccs3)ccc2O[C@H]1CN(C)S(=O)(=O)c1cccs1 | -2.8
O=C(NCc1cccs1)c1csc(Cc2c(Cl)cccc2Cl)n1 | 23.9
CC(C)(C)NC(=O)Cn1cc(C(=O)c2ccco2)c2ccccc21 | -9.2
COc1ccc(NC(=O)Nc2ccc3c(c2)C(=O)N([C@@H](C)CO)C[C@@H](C)[C@@H](CN(C)Cc2ccccc2)O3)cc1 | -4.1
Cc1noc(C)c1S(=O)(=O)Nc1ccc2c(c1)CC(=O)N([C@H](C)CO)C[C@@H](C)[C@H](CN(C)Cc1ccc(C(=O)O)cc1)O2 | -5.3

# An excerpt of these results, field by field:
smiles: Cc1noc(C)c1NC(=O)Nc1ccc2c(c1)CC(=O)N([C@@H](C)CO)C[C@H](C)[C@@H](CN(C)C(=O)Nc1ccccc1)O2
  U2OS ROS induce: -2.4

smiles: C[C@H]1CN([C@@H](C)CO)C(=O)Cc2cc(NC(=O)Nc3ccccc3)ccc2O[C@@H]1CN(C)C(=O)Nc1cccc2ccccc12
  U2OS ROS induce: 22.0

smiles: C[C@H]1CN([C@@H](C)CO)C(=O)c2cc(NS(=O)(=O)c3cccs3)ccc2O[C@H]1CN(C)S(=O)(=O)c1cccs1
  U2OS ROS induce: -2.8

# Of the compounds above, 3 have an NH in an aromatic ring:
mol | U2OS ROS induce
CN(CC(=O)N1CC=C(c2ccccc2)CC1)S(=O)(=O)c1ccc2nc(-c3ccccc3)[nH]c2c1 | 63.8
COc1ccccc1N(Cc1cc2ccc(C)cc2[nH]c1=O)S(=O)(=O)c1ccccc1 | 6.5
Cc1n[nH]c(C)c1Sc1nccc(-c2cccnc2)n1 | -11.3

# (listing goes on)
mol | U2OS ROS induce
Cc1ccnc(NS(=O)(=O)c2ccc(N)cc2)n1 | -12.4
Cc1ccc(S(=O)(=O)N(C)C[C@H]2Oc3ccc(NS(=O)(=O)c4ccc(Cl)cc4)cc3CC(=O)N([C@@H](C)CO)C[C@H]2C)cc1 | 211.6*
Cn1c(=O)c2c(n(C)c1=O)n(C)c(=O)n2C | -7.0
COc1ccc(CN(C)C[C@@H]2Oc3ccc(NS(=O)(=O)c4ccccc4)cc3CC(=O)N([C@H](C)CO)C[C@H]2C)cc1 | 20.9
COc1ccc2c(c1)OCC(Cc1ccc(OC)c(OC)c1)C2=O (centres undefined) | -1.6
COc1ccc(CN(C)C[C@@H]2Oc3ccc(NS(=O)(=O)c4ccc(F)cc4)cc3C(=O)N([C@H](C)CO)C[C@@H]2C)cc1 | 10.9
C[C@@H]1CN([C@H](C)CO)C(=O)Cc2cc(NC(=O)Cc3ccccc3)ccc2O[C@H]1CN(C)C | 9.5
Cc1nnc(SCC(=O)Nc2cccc(Cl)c2Cl)n1-c1ccc(F)cc1 | 0.5
COc1ccc(C(=O)CC2(O)C(=O)N(Cc3ccccc3)c3ccc(Br)cc32)cc1[N+](=O)[O-] (centres undefined) | 36.2
O=C1CC(Cc2ccccc2)C(=O)N1CCCn1ccnc1 (centres undefined) | -8.2
N#CCNC(=O)c1ccc(Br)cc1 | -8.1
C[C@H]1CN([C@@H](C)CO)C(=O)Cc2cc(NC(=O)Nc3cccc4ccccc34)ccc2O[C@@H]1CN(C)C(=O)Nc1ccc2c(c1)OCO2 | 0.0
Cc1cc(C)c(NC(=O)CCNC2CCCCC2)c(C)c1 | 17.2
C[C@@H]1CN([C@H](C)CO)C(=O)c2cccc(NC(=O)NC3CCCCC3)c2O[C@@H]1CN(C)Cc1ccccc1 | 11.6
Cc1cccc(Cn2c(NCCCO)nc3c2c(=O)n(C)c(=O)n3C)c1 | 3.5
COc1ccc(CNC2C3CC4CC(C3)CC2C4)c(OC)c1C (centres undefined) | 14.5
C[C@H]1CN([C@@H](C)CO)C(=O)c2cc(NC(=O)Nc3cccc4ccccc34)ccc2O[C@@H]1CN(C)C(=O)Nc1ccccc1 | -11.0
COC(=O)C(CC#Cc1ccc2c(c1)[C@]1(C(=O)N2)[C@H](C(=O)N2CCCCCCC2)[C@H]2C(=O)O[C@H](c3ccccc3)[C@H](c3ccccc3)N2[C@@H]1c1ccc(OCCO)cc1)C(=O)OC | 103.9*
COc1ccc(NC(=O)Nc2ccc3c(c2)C(=O)N([C@@H](C)CO)C[C@@H](C)[C@@H](CN(C)Cc2ccc(C(=O)O)cc2)O3)cc1 | -14.8
O=C1c2cccc3cccc(c23)C(=O)N1CCCSc1nnc(-c2ccncc2)n1-c1ccccc1 | 59.1
Nc1c2c(nc3ccccc13)CCCC2 | 1.5
Cc1noc(C)c1S(=O)(=O)N(C)C[C@H]1OCCCC[C@@H](C)Oc2ccc(NC(=O)C3CCCCC3)cc2C(=O)N([C@H](C)CO)C[C@@H]1C | 15.8
CC(Oc1ccccc1)C(=O)O (centres undefined) | -3.7
C[C@@H]1CN([C@H](C)CO)C(=O)c2cc(NC(=O)C3CCCCC3)ccc2O[C@@H]1CN(C)CC1CCCCC1 | 7.4
COc1ccc(-n2c(CSc3nnc(-c4ccc(OC)c(OC)c4)n3-c3ccccc3)n[nH]c2=S)cc1 | 9.1
Cc1noc(C)c1S(=O)(=O)N(C)C[C@@H]1Oc2ccc(NS(=O)(=O)c3ccccc3)cc2CC(=O)N([C@H](C)CO)C[C@H]1C | -3.6
N/C(=N/O)c1ccccc1N | -5.6
Cc1cc(Nc2ccccc2)nc(Nc2ccccc2)n1 | 39.1
COC(=O)c1cccc(-n2c(CCC(=O)O)ccc2-c2cccs2)c1 | -3.7
COc1ccc(S(=O)(=O)N(C)C[C@H]2Oc3c(NC(=O)c4ccncc4)cccc3C(=O)N([C@@H](C)CO)C[C@H]2C)cc1 | -20.1
C[C@@H]1CN([C@@H](C)CO)C(=O)Cc2cc(NC(=O)Cc3ccccc3)ccc2O[C@@H]1CN(C)CC1CCCCC1 | 4.0
Cc1ccc(S(=O)(=O)Nc2ccc3c(c2)C(=O)N([C@H](C)CO)C[C@@H](C)[C@@H](CN(C)S(=O)(=O)c2ccc(Cl)cc2)O3)cc1 | -1.1
Cc1noc(C)c1S(=O)(=O)Nc1ccc2c(c1)C(=O)N([C@@H](C)CO)C[C@H](C)[C@@H](CN(C)S(=O)(=O)c1cn(C)cn1)O2 | -6.4
C[C@H]1CN([C@@H](C)CO)C(=O)Cc2cc(NC(=O)Cc3cn(C)c4ccccc34)ccc2O[C@@H]1CN(C)Cc1ccc(-c2ccccc2)cc1 | 51.9
O=C1O[C@@H](c2ccccc2)[C@@H](c2ccccc2)N2[C@@H](c3ccccc3OCCO)[C@]3(C(=O)Nc4ccccc43)[C@@H](C(=O)N3CCN(c4ncccn4)CC3)[C@H]12 | 121.8*
Cc1ccc(Oc2coc3cc(OCC(=O)N4CCCCC4)ccc3c2=O)cc1 | -2.6
CC(C)NCC(O)COc1ccc(CCOCC2CC2)cc1 (centres undefined) | -1.2
CCOc1ccc(Br)cc1S(=O)(=O)NC1CC(C)(C)NC(C)(C)C1 | -1.4
C=C1C2CCC3[C@]4(C)CCC[C@@](C)(C(=O)O)C4CC[C@]3(C2)C1OC(C)=O (some centres undefined) | 1.0
C[C@H]1CN([C@@H](C)CO)C(=O)CCCn2nncc2CO[C@H]1CN(C)Cc1cccc(O)c1 | -11.8
C=CS(=O)(=O)c1ccc(OC)c(N)c1 | 27.4
CCOC(=O)c1cnc2c(-c3ccccc3)cnn2c1C | 45.2
Cc1ccc(S(=O)(=O)Nc2cccc3c2O[C@@H](CN(C)Cc2ccc(C(=O)O)cc2)[C@H](C)CN([C@H](C)CO)C3=O)cc1 | -4.5
CNC[C@H]1Oc2ccc(NS(=O)(=O)c3c(C)noc3C)cc2C(=O)N([C@@H](C)CO)C[C@@H]1C | -7.9
C[C@@H]1CN([C@@H](C)CO)C(=O)c2cc(NC(=O)Cc3ccccc3)ccc2O[C@H]1CN(C)S(=O)(=O)c1ccc(Cl)cc1 | 11.0

# A portion of the library (hit frequency here may not be typical).
